GDH-TPI counter: GDH-TPI coupled enzyme inhibition counter-screen; inhibition, % at 4.8 µM; actives 1.2% (n = 360,000); AID 588335; GDH-TPI coupled enzyme counterscreen, NADH absorbance; in the data active = inhibition above about 30%;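 also: 0% = DMSO wells and 100% = wells lacking the enzyme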
3CLpro inhibitor: SARS-CoV 3CLpro protease inhibition. P0C6X7. recombinant SARS-CoV 3CLpro, quenched FRET peptide cleavage. inhibition, % at 6 µM. actives 0.14% (n = 290,000). AID 1706; in the data active = inhibition above about 12%
BioA inh: blocks M. tuberculosis BioA enzyme activity. purified M. tuberculosis BioA enzyme, plate reader. inhibition, % at 9.99 µM. actives 0.096% (n = 360,000); in the data active = inhibition above about 40%
Rv3671c protease: inhibitors of M. tuberculosis serine protease Rv3671c | P9WHR9 | inhibition, % at 5.96 µM | actives 0.048% (n = 320,000); in the data active = inhibition above about 38%;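 also: extracellular domain of Rv3671c used as enzyme; 0% = enzyme with DMSO and 100% = no enzyme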
UGM FP inh: inhibitors of M. tuberculosis UDP-galactopyranose mutase. purified UGM, fluorescence polarization probe displacement. actives 0.06% (n = 320,000). P9WIQ1. inhibition, % at 10 µM; in the data active = inhibition above about 10%, passing the limit was not always enough
Target sequence (P9WIQ1 whole entry, looked up): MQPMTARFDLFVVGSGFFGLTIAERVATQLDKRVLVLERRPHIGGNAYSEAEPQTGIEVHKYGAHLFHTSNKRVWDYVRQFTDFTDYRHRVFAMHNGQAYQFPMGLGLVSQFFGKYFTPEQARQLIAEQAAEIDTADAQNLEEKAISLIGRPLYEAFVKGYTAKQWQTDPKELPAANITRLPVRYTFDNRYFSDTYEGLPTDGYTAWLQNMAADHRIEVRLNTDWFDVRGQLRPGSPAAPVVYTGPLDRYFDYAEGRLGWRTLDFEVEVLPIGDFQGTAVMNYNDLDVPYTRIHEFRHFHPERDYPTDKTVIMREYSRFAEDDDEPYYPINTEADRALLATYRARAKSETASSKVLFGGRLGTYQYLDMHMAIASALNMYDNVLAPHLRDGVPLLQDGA
VHR inh abs: inhibitors of human VHR1 phosphatase (DUSP3) | recombinant VHR phosphatase, pNPP absorbance | inhibition, % at 13.3 µM | actives 0.52% (n = 290,000) | AID 1654; in the data active = inhibition above about 50%; also: some compounds called inactive have numbers as strong as hits
Target sequence (P51452 whole entry, looked up): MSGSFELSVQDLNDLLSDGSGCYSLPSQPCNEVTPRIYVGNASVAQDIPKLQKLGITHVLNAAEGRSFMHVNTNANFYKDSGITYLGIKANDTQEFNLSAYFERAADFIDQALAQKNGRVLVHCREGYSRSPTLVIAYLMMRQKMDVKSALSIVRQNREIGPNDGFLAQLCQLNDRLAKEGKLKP
BH1578 lux ind: inducers of Vibrio cholerae quorum light production without autoinducers; V. cholerae BH1578 lux reporter, luminescence, 6 h; activation, % at 18.7 µM; actives 0.16% (n = 350,000); AID 588436; in the data active = activation mostly above about 9.7%, no sharp cut-off; also: not every result past the cut was called active; inactives centre near 0; reference of the scale not given here
PriA SSB inh: inhibitors of Klebsiella pneumoniae PriA binding to SSB C-terminal tail | AlphaScreen SSBct-PriA binding, biotinylated peptide | actives 0.6% (n = 430,000) | inhibition, % at 33 µM; in the data active = inhibition mostly above about 37%, no sharp cut-off; inactive = mostly below about 20%;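 also: plate controls were negative control peptide for no effect and reference peptide for full effect; strong numbers were not always called active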
MazEF act: increases E. coli MazEF RNase cleavage of RNA; P0AE70; FAM/BHQ RNA-DNA oligo cleavage fluorescence, 5 h; actives 0.32% (n = 350,000); activation, % at 20 µM; in the data active = activation above about 50%
Target sequence (P0AE70 whole entry, looked up): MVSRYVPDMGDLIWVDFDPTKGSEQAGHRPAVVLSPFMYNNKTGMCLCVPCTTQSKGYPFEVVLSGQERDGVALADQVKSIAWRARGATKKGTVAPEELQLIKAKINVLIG
Mtb FBA inh: inhibitors of M. tuberculosis fructose-bisphosphate aldolase; actives 2.3% (n = 360,000); inhibition, % at 1 µM; purified M. tuberculosis FBA, fluorescence read-out; AID 588726; in the data active = inhibition above about 27%;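 also: 0% = vehicle and 100% = reference inhibitor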
Target sequence (P9WQA3 whole entry, looked up): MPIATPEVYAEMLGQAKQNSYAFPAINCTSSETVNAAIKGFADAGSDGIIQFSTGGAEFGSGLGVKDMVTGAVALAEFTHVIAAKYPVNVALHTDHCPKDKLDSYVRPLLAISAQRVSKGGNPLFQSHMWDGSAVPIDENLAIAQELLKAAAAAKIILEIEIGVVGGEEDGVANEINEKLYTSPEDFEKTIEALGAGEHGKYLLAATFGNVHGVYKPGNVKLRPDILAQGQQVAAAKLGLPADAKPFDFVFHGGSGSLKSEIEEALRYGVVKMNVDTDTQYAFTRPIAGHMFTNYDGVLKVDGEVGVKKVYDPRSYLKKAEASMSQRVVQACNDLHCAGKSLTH
An asterisk follows results filed as active; i = inactive; / = no result given; & = joins results of further samples. A portion of the library; count on the stated rates, not on these rows.

SMILES | GDH-TPI counter | 3CLpro inhibitor | BioA inh | Rv3671c protease | UGM FP inh | VHR inh abs | BH1578 lux ind | PriA SSB inh | MazEF act | Mtb FBA inh
CN(C)c1cc(NC(=O)CNC(C)(C)CC(C)(C)C)c2ccccc2n1 | 6 | 0 | / | -2 | 1.5 | 5 | -0.3 | -17 | 6 | 7
CSc1cccc(NC(=O)CSc2ncccc2C(=O)Oc2cccc([N+](=O)[O-])c2)c1 | 8 | -2 | / | -45 | 2.4 | 4 | -2.6 | 1 | 4 | -1
O=C(O)CC(Cc1ccc(Br)cc1)C(=O)O (centres undefined) | 8 | 1 | -2.5 | 1 | 3.9 | -12 | i | -16 | -2 | 0
O=C(COC(=O)c1ccc(S(=O)(=O)N2CCCC2)cc1)NCc1cccs1 | -2 | 0 | / | -5 | 5.1 | 0 | -0.9 | -12 | -8 | 5
CCOc1c(C)cc(S(=O)(=O)NCc2ccccn2)c(C)c1C | 6 | -2 | 0.2 | 2 | 4.4 | 4 | -3.1 | 4 | 3 | 0
CC(=O)Nc1ccc(S(=O)(=O)Nc2cccc(NC(=O)c3ccco3)c2)cc1 | 0 | 4 | / | -6 | -0.4 | 3 | -0.1 | 14 | 7 | 1
CCN(C(=O)COC(=O)c1cccc(S(=O)(=O)N(C)C)c1)c1c(N)n(Cc2ccccc2)c(=O)[nH]c1=O | -7 | / | 0.2 | / | / | / | i | -15 | -3 | 0
CC(=O)c1ccc(OCc2cc(C(=O)NC(C)Cc3ccccn3)no2)cc1 (centres undefined) | 10 | -2 | -2.3 | 4 | 3.5 | 20 | -0.3 | -6 | 8 | 0
CCOc1ccc(Oc2ccc(S(=O)(=O)N3CCOCC3)cc2NC(=O)C2=COCCO2)cc1 | 2 | / | -2.0 | 0 | -1.6 | / | i | -12 | -5 | 2
Cc1cccc(NC(=O)CN(C)S(=O)(=O)c2cccc3nsnc23)c1C | 3 | -2 | -0.8 | -1 | 2.3 | 37 | -0.3 | -8 | 2 | -2
Cc1c(C(=O)N2CCOCC2)sc2ncnc(N3CCc4ccccc4C3)c12 | 9 | 1 | 30 | 1 | -5.2 | 29 | 3.1 | -4 | 11 | 0
O=C(NCCCn1ccnc1)c1cc(-c2ccc3c(c2)OCO3)on1 | -4 | -5 | -0.7 | -4 | -8.1 | -2 | i | 13&-3 | 3 | 1
Cc1ccccc1NC(=O)CN1CCC(C(=O)c2ccc3c(c2)OCCO3)CC1 | -5 | -3 | 6.5 | 0 | 1.3 | 14 | 0.0 | -3 | 2 | -1
S=C(NCc1ccco1)N1CCN(C(c2ccccc2)c2ccccc2)CC1 | 6 | 1 | -4.1 | -13 | -0.7 | 27 | i | -2 | 0 | -3
O=C1NNC(c2ccccc2)=N/C1=C\c1ccco1 | 2 | 10 | -0.6 | 1 | 2.1 | 14 | i | 4 | -3 | 0
COc1cn(-c2ccccc2)nc1C(=O)Nc1ccccc1 | -2 | -3 | 5.1 | -5 | 0.4 | 0 | -0.5 | -7 | 9 | 2
CCC(=NCc1cccnc1)c1c(O)n(Cc2ccccc2)c(=O)[nH]c1=O | -1 | -7 | 7.7 | -1 | 3.9 | 5 | 3.0 | -19 | -7 | 1
Cc1cccc(N2CCN(C(=O)c3ccc4c(c3)OCCO4)CC2C)c1 (centres undefined) | -5 | 0 | -3.6 | 7 | -0.1 | 17 | i | -7 | 7 | -12
Nc1nc(-c2ccc(Cl)cc2Cl)cn1N | 8 | 2 | -1.1 | 0 | -2.7 | 27 | i | 7 | 0 | -2
CCN1CCN(C(=O)c2cc(-c3cccnc3)nc3ccc(Br)cc23)CC1 | -2 | 3 | 0.4 | -5 | 0.7 | 2 | i | 1 | -1 | -3
COc1cccc(-n2c(CN3CCN(C)CC3)nc3ccc([N+](=O)[O-])cc3c2=O)c1 | 16 | 3 | / | 5 | -2.7 | 5 | -0.3 | 0 | -8 | 3
COc1cccc(/C=N/NC(=O)c2c(-c3ccccc3)noc2C)c1O | 9 | 0 | / | 3 | 7.4 | 5 | i | / | 12 | -6
Cc1cccc(C2CC(c3ccc(F)cc3)Nc3nc(N)nn32)c1 (centres undefined) | 3 | / | -0.2 | 0 | 2.2 | 0 | -0.1 | -3 | 8 | -6
CC1(C)CC(Nc2ccc(Nc3ccccc3)cc2)CC(C)(C)N1 | 0 | 0 | / | / | -4.5 | 17 | i | 5 | 9 | 2
CN1CCN(S(=O)(=O)c2ccc(Cl)cc2)CC1 | 6&15 | -3 | 4.2 | -1 | 1.8 | 8 | -1.0&-0.4 | 9 | 6&7 | -2&-1
SMILES | GDH-TPI counter | 3CLpro inhibitor | BioA inh | Rv3671c protease | UGM FP inh | VHR inh abs | BH1578 lux ind | PriA SSB inh | MazEF act | Mtb FBA inh
COc1ccccc1Oc1ccc(S(=O)(=O)Nc2cccnc2)cc1 | 2 | 4 | -1.5 | 1 | -0.9 | 17 | i | -3 | -5 | 0
CCN(CC)CCOc1ccc(/C(=C(/Cl)c2ccccc2)c2ccccc2)cc1 | 4&-1 | 2&2 | 1.5&0.2 | 1&5 | -3.2&4.1 | 21&26 | -0.4&0.4 | 15 | 4&20 | 3&2
Cc1ccc2cc(CCNC(=O)c3cccs3)c(=O)[nH]c2c1C | -2 | 1 | 2.6 | 1 | 0.7 | 4 | -0.2 | 2&-8 | 7 | 7
OCC[C@H]1C[C@@H](O)[C@H](O)[C@]2(OCCCc3ccccc32)O1 | 2 | / | -0.2 | -8 | -0.6 | / | -0.3 | -12 | 9 | 2
COCCNC(=O)CCCCCN1C(=O)CCC1=O | 1 | -7 | -1.5 | 3 | 0.6 | -18 | 0.8 | -11 | -1 | 10
CC1(C(=O)NCCC#N)CCN1C(=O)C1(c2ccccc2)CC1 (centres undefined) | 15 | / | 0.4 | / | / | / | -0.8 | / | / | 2
COc1ccc(C(=O)CN2C(=O)NC3(CCCc4ccccc43)C2=O)c(OC)c1 (centres undefined) | -8 | -3 | -1.8 | -11 | -1.0 | 10 | -0.2 | -4 | 2 | 1
COc1ccc(CN(C)C(=O)c2cc(-c3ccccc3)nc3ccc(C)cc23)c(OC)c1 | 15 | / | -2.0 | / | / | / | -0.3 | / | -3 | 4
Cc1cc(C(=O)N/N=C/c2c(C)n(C)c3ccccc23)n[nH]1 | 57* | 1 | -0.6 | -4 | 2.5 | 9 | i | / | 7 | 0
O=C(Nc1ccc(Cl)cc1)Nc1nnc(/C=C/c2ccccc2)s1 | 13 | 3 | -2.4 | -3 | -2.0 | 34 | i | -9 | -12 | 13
CCN(CC)CCNc1ncnc2c1sc1nc(N3CCOCC3)c3c(c12)CC(C)(C)SC3 | 34* | -1 | -0.3 | 0 | 0.3 | 4 | 1.4 | 16 | 22 | 7
Cc1onc(-c2ccccc2)c1C(=O)Nc1ccc(S(=O)(=O)N2CCOCC2)cc1 | -9 | -5 | 2.0 | -8 | 0.8 | 15 | -0.3 | -2 | -8 | -4
CCOc1ccc(C(=O)OCC(=O)c2c(N)n(C)c(=O)n(C)c2=O)cc1OCC | -1 | -3 | -1.4 | 9 | -2.4 | -7 | -0.4 | -6 | -2 | 1
Cc1cccc(Nc2c([N+](=O)[O-])cc(C(=O)N3CC(=O)Nc4ccccc43)cc2[N+](=O)[O-])c1 | 7 | 9 | -0.6 | 6 | -0.8 | 10 | -0.1 | 8 | 10 | -8
COc1ccc(C2CC(=O)c3cnc(NC(=O)c4ccccc4OC)nc3C2)c(OC)c1 (centres undefined) | 9 | 2 | 0.4 | -19 | 4.8 | 0 | 1.7 | -11 | 2 | 2
COc1ccccc1C(=O)NCC(=O)OC(C)C(=O)NC1CCCCC1C (centres undefined) | 13 | / | -0.6 | 3 | 0.6 | / | i | -10 | 5 | -2
c1ccc(-c2cc3nc(NCC4CC4)nc(NCC4CCCCC4)c3s2)cc1 | 19 | / | -1.2 | / | / | / | i | / | / | 5
N#CCCn1c(C2CCCCC2)nc2ccccc21 | -6 | 7 | 0.4 | 7 | 2.9 | 26 | 1.0 | -13 | 3 | 2
COc1ccc(/C=C(\NC(=O)c2ccc(OC)c(OC)c2)C(=O)N2CCN(C)CC2)cc1 | 1 | 1 | 2.0 | 2 | -1.5 | 0 | i | -7 | 11 | -6
COC(=O)c1cc(C(=O)Nc2ccc(S(N)(=O)=O)cc2)cc([N+](=O)[O-])c1 | -2 | -2 | / | 9 | 1.8 | -22 | 2.8 | -9 | 18 | 1
COc1cc(NC(=O)c2cccs2)c(C(=O)OCC(=O)NC(C)c2ccccc2)cc1OC (centres undefined) | 20 | -1 | 0.7 | -8 | 0.9 | 15 | -3.7 | -8 | -7 | -3
Nc1nc(-c2nc3ccccc3[nH]2)cs1 | 16 | -3 | -0.4 | 1 | -1.9 | 24 | -17 | 2 | -2 | 0
O=C(Nc1ccccc1N1CCOCC1)c1cccnc1 | -8 | 0 | 0.1 | -4 | 2.6 | 22 | i | -6 | -3 | -1
CC(=O)c1ccc(/C=C/c2nc3ccccc3n2C)o1 | 8 | 6 | 4.8 | 3 | 2.8 | 17 | -0.4 | -16 | -5 | 46*
COc1ccc(C(C)NC(=O)c2ccncc2)cc1 (centres undefined) | 7 | -4 | -1.6 | -2 | -0.4 | -10 | -0.3 | -15 | -3 | 2

Entries of single compounds as entered above. Values in the order: GDH-TPI counter	3CLpro inhibitor	BioA inh	Rv3671c protease	UGM FP inh	VHR inh abs	BH1578 lux ind	PriA SSB inh	MazEF act	Mtb FBA inh
CC(=O)c1ccc(/C=C/c2nc3ccccc3n2C)o1 across the screens: 8	6	4.8	3	2.8	17	-0.4	-16	-5	46*
CCN(CC)CCNc1ncnc2c1sc1nc(N3CCOCC3)c3c(c12)CC(C)(C)SC3 across the screens: 34*	-1	-0.3	0	0.3	4	1.4	16	22	7
Cc1cc(C(=O)N/N=C/c2c(C)n(C)c3ccccc23)n[nH]1 across the screens: 57*	1	-0.6	-4	2.5	9	i	/	7	0
Cc1ccc2cc(CCNC(=O)c3cccs3)c(=O)[nH]c2c1C across the screens: -2	1	2.6	1	0.7	4	-0.2	2&-8	7	7

Further records:
SMILES | GDH-TPI counter | 3CLpro inhibitor | BioA inh | Rv3671c protease | UGM FP inh | VHR inh abs | BH1578 lux ind | PriA SSB inh | MazEF act | Mtb FBA inh
Cn1c(N)c(C(=O)COc2ccc(C#N)cc2)c(=O)n(C)c1=O | -6 | 2 | / | -10 | 0.1 | 5 | i | -3 | 3 | 2
Cc1c(C)n(CCc2ccccc2)c2ncnc(NCCO)c12 | 1 | 3 | 4.1 | -6 | 2.0 | 32 | 1.2 | -13 | 9 | 1
CCOc1ccc(NC(=O)N2CCC(c3ccc(C)cc3)C2)cc1 (centres undefined) | -5 | 6 | / | 0 | 2.5 | 21 | -2.7 | 0 | 2 | 2
CCOC(=O)c1c(C)[nH]c(C(=O)COC(=O)/C=C/c2ccc(OC(F)F)cc2)c1C | -3 | -8 | -3.0 | 15 | 1.9 | 4 | -0.4 | -10 | -13 | -4
CN(CC(=O)Nc1ccc(Cl)c(Cl)c1)CC(=O)N1CCc2ccccc21 | 4 | / | 2.0 | / | / | / | -0.8 | / | -2 | 2
Cc1cc(O)c(/C=N/OCc2ccc(Cl)cc2Cl)c(=O)o1 | 2 | 1 | -1.4 | 5 | 3.3 | 6 | -0.3 | / | 2 | 0
COC(=O)c1ccc(S(=O)(=O)NNC(=O)c2ccc(S(=O)(=O)N3CCCCC3)cc2)cc1 | 9 | 1 | / | 7 | -1.5 | 3 | i | 6 | 0 | 6
Cc1cccc(NC(=O)CNC(=O)c2cccc(S(=O)(=O)NCc3cccs3)c2)c1C | 2 | / | 0.5 | 0 | -1.8 | / | i | 5 | 4 | 7
Cc1nc(N2CCN(C(=O)CCC(=O)O)CC2)c2c(C)c(C)sc2n1 | -1 | -1 | -0.1 | -2 | -0.9 | 3 | -0.5 | -16 | 5 | 0
O=C(Nc1ccnc(-c2cccnc2)n1)c1cccc(Cl)c1Cl | -12 | -3 | 0.1 | -8 | 0.4 | 29 | i | -18 | 7 | 4
CCN(CC)N=Nc1ccc(S(=O)(=O)N2CCSC2C(=O)O)cc1 (centres undefined) | 21 | 5 | / | 5 | 4.2 | 28 | i | -22 | 3 | -2
CCc1nnc(NC(=O)CSc2nnc(COc3ccccc3)n2-c2ccc(C)cc2)s1 | 1 | 2 | 1.6 | -3 | 4.9 | 3 | -0.2 | -2 | 3 | 2
